Bioassay records: PubChem BioAssay, National Center for Advancing Translational Sciences (NCATS)
TDP43 rescue = qHTS of TDP-43 Inhibitors; TDP-43 expressing yeast growth rescue, BacTiter-Glo, 24 h; Potency, µM (doses to about 46.1 µM), for inactives: top-dose growth rescue (activation), actives largely listed as activators; 410,000 tested, 1.8% active; AID 652104, 2013; also: potency is read from the fitted curve at half-maximal effect; % of control where 0% means no effect; nearly all actives have a fitted effect of over 50% in size
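In this qHTS, compounds that restore growth of yeast expressing TDP-43 appear as activators. Cells (OD600=0.02, galactose medium, raffinose-pregrown) are incubated with compound 24 hr at 30 deg C and growth is quantified by BacTiter-Glo.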
GLP1R ag = qHTS of GLP-1 Receptor Agonists | HEK293 GLP-1R CRE-luciferase, luminescence, 4-6 h; cells express a hypersensitive GLP-1R form | Glucagon-like peptide 1 receptor (Homo sapiens), P43220 | 380,000 tested, 0.007% active | AID 624172, 2012 | Potency, µM (doses to about 45.6 µM), without a hit: top-dose activation, hits mostly activators; also: potency is read from the fitted curve at half-maximal effect; % of control where 0% means no effect
GLP-1R inv ag = qHTS of GLP-1 Receptor Inverse Agonists (Inhibition Mode) | 410,000 tested, 1.6% active | Glucagon-like peptide 1 receptor (Homo sapiens), P43220 | HEK293 GLP-1R CRE-luciferase, luminescence, 24 h; GLP-1R form is constitutively active | Potency, µM (titrated, usually from 38.3 µM), for inactives: top-dose activity change, negative = inhibition, most hits filed as inhibitors; also: potency is read from the fitted curve at half-maximal effect; % is scaled to controls: 0 for no effect and ±100 for the full control effect; nearly all actives have a fitted effect of over 55% in size
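HEK293 cells stably co-expressing a cAMP-responsive luciferase reporter and constitutively active GLP-1R were seeded, incubated 12 h, then exposed to compounds for 24 h at 37 C. Luminescence was read 12 min after detection reagent; inverse agonists lower signal.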
DRD3 agonist = qHTS of D3 Dopamine Receptor Agonist: qHTS | D3R DiscoveRx beta-arrestin cells, luminescence, 90 min | 410,000 tested, 0.58% active | AID 652048, 2013 | max activation, %; in the data active = max activation above about 30%; also: 0% is about no effect; mostly tested at two doses, the higher about 12 µM
Target sequence (P35462 whole entry, looked up): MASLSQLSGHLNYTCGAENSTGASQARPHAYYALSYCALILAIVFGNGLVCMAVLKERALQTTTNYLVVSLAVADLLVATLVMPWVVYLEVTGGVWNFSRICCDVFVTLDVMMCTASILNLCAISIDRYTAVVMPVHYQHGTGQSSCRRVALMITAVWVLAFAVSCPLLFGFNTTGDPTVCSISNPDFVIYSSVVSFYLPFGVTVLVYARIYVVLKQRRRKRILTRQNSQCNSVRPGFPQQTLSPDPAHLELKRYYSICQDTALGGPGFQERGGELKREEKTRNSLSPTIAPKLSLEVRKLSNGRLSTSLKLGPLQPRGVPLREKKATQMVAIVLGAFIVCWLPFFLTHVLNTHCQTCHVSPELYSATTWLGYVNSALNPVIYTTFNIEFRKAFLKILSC
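Agonist-mode cell screen: cells plated at 1500/well and incubated overnight at 37 °C, then exposed to library compounds for 90 min at 37 °C. Detection reagent was added for 30–60 min at room temperature, and luminescence was read.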
HEK293 tox = qHTS of GLP-1 Receptor Inverse Agonists: Cytotox Screen. HEK293 cAMP-luciferase reporter cells, luminescence, 24 h. Potency, µM (highest dose often 38.3 µM), inactives show at the highest dose activity change, negative = inhibition, hits mostly inhibitors. 410,000 tested, 0.13% active;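 also: loss of luciferase light is scored as toxicity; potency is read from the fitted curve at half-maximal effect; % is scaled to controls: 0 for no effect and ±100 for the full control effect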
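Compound-treated cells are incubated 24 hr at 37 deg C under 5% CO2 after a 12 hour attachment period, then luciferase detection reagent is added and luminescence is measured following 12 min at room temperature; lowered signal indicates toxicity.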
PTHR1 ag = qHTS for PTHR1 Agonists: Primary Screen; 410,000 tested, 0.075% active; Parathyroid hormone/parathyroid hormone-related peptide receptor (Homo sapiens), Q03431; HEK293 GP2 PTHR1 cells, GloSensor cAMP luminescence, 1 h; Potency, µM (series often up to 115 µM), inactives show top-dose activation, most hits filed as activators; also: potency is read from the fitted curve at half-maximal effect; nearly all actives have a fitted effect of over 55% in size; some results filed as inactive show a strong effect at the top dose; inactives centre near -15; many of its hits are not listed in these tables
Target sequence (Q03431 whole entry, looked up): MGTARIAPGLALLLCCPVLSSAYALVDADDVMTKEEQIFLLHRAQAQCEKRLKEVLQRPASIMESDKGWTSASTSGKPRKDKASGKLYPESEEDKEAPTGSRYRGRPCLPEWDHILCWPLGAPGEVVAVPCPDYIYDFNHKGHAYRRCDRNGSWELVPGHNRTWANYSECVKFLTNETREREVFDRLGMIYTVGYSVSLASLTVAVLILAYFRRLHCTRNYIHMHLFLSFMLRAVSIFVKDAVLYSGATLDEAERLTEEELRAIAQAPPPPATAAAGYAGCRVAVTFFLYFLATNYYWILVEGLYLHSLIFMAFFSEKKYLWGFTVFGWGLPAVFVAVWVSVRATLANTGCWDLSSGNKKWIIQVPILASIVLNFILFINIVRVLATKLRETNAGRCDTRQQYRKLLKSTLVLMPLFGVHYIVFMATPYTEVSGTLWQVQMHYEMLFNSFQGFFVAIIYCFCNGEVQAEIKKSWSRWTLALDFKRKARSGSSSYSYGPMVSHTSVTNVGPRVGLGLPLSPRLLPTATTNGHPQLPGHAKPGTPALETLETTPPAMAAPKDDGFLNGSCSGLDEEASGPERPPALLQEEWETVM
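HEK-293-derived GP2 cells expressing PTHR1 and a GloSensor cAMP reporter, 3,000/well, plated overnight, given luciferin plus IBMX (each 0.5 mM as added) for 1 h at 37 °C, then compound for 1 h at 37 °C. Luminescence was read after 15 min at room temperature.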
D3 antag = qHTS of D3 Dopamine Receptor Antagonist: qHTS. D(3) dopamine receptor (Homo sapiens), P35462. D3R cells, DiscoveRx beta-arrestin luminescence, antagonist mode; stronger effect = lower value. max response, negative = inhibition, %. 360,000 tested, 2.5% active. AID 652054, 2013; in the data active = max response below about -50%; inconclusive = no clear call, values can overlap the other calls; also: % is scaled to controls: 0 for no effect and ±100 for the full control effect; mostly tested at two doses, the higher about 12 µM
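Cells plated overnight at 1500 cells/well, then exposed to library compounds with dopamine controls for 90 minutes at 37 degrees C. DiscoveRx reagent added for 30–60 minutes at room temperature; luminescence read, quantitative HTS format.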
aSyn yeast inh = qHTS of alpha-syn Inhibitors; Potency, µM (top dose mostly 46.1 µM), without a hit: at the highest dose growth rescue (activation), actives largely listed as activators; AID 652106, 2013; 370,000 tested, 0.14% active; Yeast expressing alpha-synuclein, growth rescue, BacTiter-Glo, 24 h; also: potency is read from the fitted curve at half-maximal effect; % of control where 0% means no effect; nearly all actives have a fitted effect of over 65% in size
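Screening used galactose-induced yeast with toxic alpha-synuclein levels, exposed to compound for 24 hr at 30 deg C. Cell growth, read with BacTiter-Glo luminescence, gave the measured signal.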
KB-V1 MDR tox = qHTS assay for MDR1-selective chemotherapeutics: Primary screen using the drug-selected MDR subline cells KB-V1 | 400,000 tested, 3.4% active | Potency, µM (titrated, usually from 46.1 µM), inactives show top-dose activity change, negative = cytotoxicity, hits mostly cytotoxic | KB-V1 MDR cells viability, CellTiter-Glo, 72 h; also: potency is read from the fitted curve at half-maximal effect; % is scaled to controls: 0 for no effect and ±100 for the full control effect; nearly all actives have a fitted effect of over 60% in size
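Readout: CellTiter-Glo luminescence, 10 min after addition. Cells: KB-V1 MDR subline, 72 h at 37 degrees C with compound. Analysis: corrected, normalized data fitted to concentration-effect curves.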
The depositor's hits bear a star; i = inactive; u = inconclusive; x = not tested or not shown; & = joins results of further samples; [ ] = another dose, or the depositor's remark. Unless noted, calls follow the shape of the dose curve; as a rule, active = well fitted curve in the direction sought with a large enough effect; inconclusive = small, poorly fitted or top-dose-only effect, or another doubt; inactive = no such curve, though single readings can be large; an effect the other way counts as inactive or inconclusive. A portion of the library, so the mix of outcomes need not match the whole.

SMILES | TDP43 rescue | GLP1R ag | GLP-1R inv ag | DRD3 agonist | HEK293 tox | PTHR1 ag | D3 antag | aSyn yeast inh | KB-V1 MDR tox
O=[N+]([O-])c1cc2c(cc1/C=N\NS(=O)(=O)c1ccccc1)OCO2 | 17% | 1% | 2% | 8 | u | -10%[57.5 µM] | -10 | 11% | 8%
Cc1c(C)n2c(SCC(=O)N3CCC(C)CC3)nnc2[nH]c1=O | -15% | 1% | -18% | 3 | -6% | -7% | 5 | -6% | 13%
CCn1cc(CN2CCCC(C(=O)Nc3cccc(-c4cc5ccccc5[nH]4)c3)C2)c(C)n1 (stereo not given) | -25% | 1% | 11µM* | -10 | u | 19% | -21 | 1% | -8%
FC(F)(F)c1ccc(-c2n[nH]c(=S)o2)nc1 | -9% | 2% | 16% | 9 | -11% | i | 5 | 0% | 21%
C=CCNC(=O)COc1ccc(Oc2ccccc2)cc1 | u | 4% | 5% | 2 | 15% | -37%[inhibitor] | 6 | 0% | u
CCCNC(=O)Cc1cc(=O)[nH]c(=O)[nH]1 | 21% | 3% | -5% | 4 | -4% | i | 2 | -8% | 1%
COc1cc(SC)ccc1C(=O)N1CC(C)OC(C)C1 (stereo not given) | 2% | 0% | 22% | 1 | 11% | i | 5 | -11% | -1%
CC(=O)Nc1cc(-c2cccc(C(=O)N(C)C)c2)cn2c(-c3ccc(F)cc3)cnc12 | 18% | -6% | -13% | 5 | 2% | -13% | 4 | 9% | 0%
N/C(=N\OC(=O)c1ccccc1)c1cccnc1 | 16% | -6% | 20% | 0 | -6% | -18% | -1 | -8% | u
CN(CC(=O)Nc1cccc(F)c1)C(=O)CCN1C(=O)C2CC=CCC2C1=O (stereo not given) | 3% | -4% | -6% | -1 | 6% | -25% | -9 | -6% | 23%
CC(=O)N1CCC(N(CCN2CCOCC2)C(=S)Nc2cc(C)ccc2C)CC1 | 15% | 0% | 18% | -1 | 16% | i | 0 | -7% | u
COc1cc(C(=O)NCc2ccc3c(c2)CCN3C(=O)c2ccncc2)cc(OC)c1OC | u | x | 9% | 1 | 5% | i | x | x | -16%
O=C(Nc1cccc(NC(=O)c2ccccc2[N+](=O)[O-])n1)c1ccccc1[N+](=O)[O-] | 7% | -21% | 3% | 4 | 2% | -16% | -2 | -6% | 0%
Brc1ccc(Oc2ncc(CN3CCOCC3)s2)cc1 | 8% | 7% | 7% | 0 | -13% | -22% | -19 | x | -14%
CC(C)COc1ccc(C(=O)OCC(=O)N(C)CC(=O)Nc2ccc(F)cc2)cc1 | -31%[inhibitor] | 0% | -4% | -10 | 12% | -39%[inhibitor] | -5 | -22% | u
CCOc1ccc(NC(=O)c2ccccc2NC(=O)CNC2CCCC(C)C2C)cc1 (stereo not given) | 8% | -1% | u | 11 | -2% | -10% | 9 | 5% | 0%
Fc1ccccc1CSCc1nc2ccccc2[nH]1 | 12% | 10% | -10% | -5 | 3% | -23% | 2 | -2% | 5%
CCCN1CCN(C(=O)CCS(=O)(=O)c2cc3c(cc2Cl)NC(=O)CO3)CC1 | 20% | -2% | 13% | -4 | -4% | i | 10 | -1% | -3%
Cn1cc(S(=O)(=O)N2CCCC2)cc1C(=O)O | 13% | -5% | 0% | 1 | -13% | -1% | 7 | -13% | 14%
COc1ccccc1NC(=O)C(C)OC(=O)c1ccc(-n2cnnn2)cc1 (stereo not given) | -12% | 17% | 39%[activator] | 5 | 1% | i | 6 | -2% | 9%
Cc1c(NC(=O)CN2CCN(c3cccc(Cl)c3)CC2)c(=O)n(-c2ccccc2)n1C | -20%[0.397 µM] | 8% | u | 6 | 1% | -18% | -2 | 0% | -24%
COCC(=O)Nc1ccc2c(c1)OCO2 | 3% | -2% | -3% | -4 | 23% | i | -7 | -2% | -6%
Cc1ccc(NC(=O)C(Cc2ccccc2)NS(=O)(=O)c2ccc3c(c2)oc(=O)n3C)cc1C (stereo not given) | 13% | x | 18% | 2 | 4% | i | x | x | 6%
Cc1cc(C)cc(OCC(=O)NNC(=O)C2CCCO2)c1 (stereo not given) | -1% | 0% | 15% | 3 | 2% | i | 0 | 1% | 2%
CC(C)(C)CN1CCNC(=O)C1CC(=O)NCCc1cnn(-c2ccccc2)c1 (stereo not given) | -1% | 11% | 2% | 2 | 4% | i | -4 | -1% | -4%
CC(Oc1ccccc1)C(=O)Nc1nnc(S(=O)(=O)N2CCCCC2)s1 (stereo not given) | 8% | -1% | 6% | 4 | 11% | -8% | 2 | -7% | 15%
CC(C)OCCCNS(=O)(=O)c1ccc2c(c1)oc(=O)n2C | u | -9% | 14% | 4 | 6% | -11% | 24 | 4% | 0%
Cc1ccc(-n2c(=O)c3c(C)c(C)sc3n(Cc3cc(=O)n4ccccc4n3)c2=O)cc1C | u | -12% | -30% | 4 | -29% | i | -7 | 19% | u
CCCC(C(=O)OCCN(CC)CC)(c1ccccc1)c1ccccc1 | 11% | 26%&8% | u | -84&-23 | -12% | -24% | -15 | 5%&3% | u
N#C/C(C(=O)N1CCOCC1)=C1\Nc2ccccc2S1 | -1% | -10% | 0% | -5 | -18% | -24% | 12 | -6% | 6%
COc1ccc(-c2csc(NC(=O)c3c(OC)cccc3OC)n2)cc1 | -6% | 1% | 11% | -1 | -3% | 4% | -5 | -5% | -14%
COc1ccc(S(=O)(=O)NCC2CCCN(C(=O)C=C(C)C)C2)cc1 (stereo not given) | 2% | -1% | 16% | -3 | -14% | -9% | 11 | 5% | 8%
CNC(=O)c1ccc(=O)n(Cc2cccc(C(F)(F)F)c2)c1 | -5%[9.22 µM] | 12% | 4% | 19 | 0% | -3% | 20 | 0% | 7%
CSc1ccc(/C=C(/NC(=O)c2ccco2)C(=O)N2CCCCC2)cc1 | -8% | -1% | u | 2 | -23% | -7% | 9 | 7% | 0%
Clc1ccc(NC2=NCCCCC2)cc1 | 1% | 8% | -10% | 1 | 4% | -4%[57.5 µM] | -26 | -7% | -1%
CCn1cc2nc(SCc3ccc(F)cc3)n(CCc3ccccc3)c(=O)c2n1 | 22% | x | 7.9µM* | -3 | 1% | -30%[inhibitor] | x | x | 0%

Next section (4 carried over from the part before).
SMILES | TDP43 rescue | GLP1R ag | GLP-1R inv ag | DRD3 agonist | HEK293 tox | PTHR1 ag | D3 antag | aSyn yeast inh | KB-V1 MDR tox
CNC(=O)c1ccc(=O)n(Cc2cccc(C(F)(F)F)c2)c1 | -5%[9.22 µM] | 12% | 4% | 19 | 0% | -3% | 20 | 0% | 7%
CSc1ccc(/C=C(/NC(=O)c2ccco2)C(=O)N2CCCCC2)cc1 | -8% | -1% | u | 2 | -23% | -7% | 9 | 7% | 0%
Clc1ccc(NC2=NCCCCC2)cc1 | 1% | 8% | -10% | 1 | 4% | -4%[57.5 µM] | -26 | -7% | -1%
CCn1cc2nc(SCc3ccc(F)cc3)n(CCc3ccccc3)c(=O)c2n1 | 22% | x | 7.9µM* | -3 | 1% | -30%[inhibitor] | x | x | 0%
Cc1cc(Cl)ccc1OCCCC(=O)Nc1cccnc1 | -6% | 1% | -2% | -5 | 11% | i | u | -1% | -5%
CCOc1cc2sc(N3CCC(C(=O)Nc4ccc(CC)cc4)CC3)nc2cc1Br | 13% | x | 39%[activator] | 4 | 5% | -35%[inhibitor] | x | x | 30%
CCN1C(=C(C#N)C#N)C=Cc2cc(C)ccc21 | 1% | 13% | 35% | -3 | -12% | i | 6 | 6% | -22%
C#CCOCCOCCOCCNc1nc(N2CCN(C(=O)CCCCCCCCCCNC(=O)Cn3cc(CCCCCN)nn3)CC2)nc(N2CCN(C(=O)CCCCCCCCCCNC(=O)[C@H](CO)n3cc(CCCSC)nn3)CC2)n1 | 7% | -4% | -5% | 3 | -19% | -7% | -3 | -56%[inhibitor] | 12%
CNc1ncnc(Sc2nc(N)nc3nc[nH]c23)c1[N+](=O)[O-] | 9% | -14% | -16% | -4 | 11% | i | 2 | 0% | 1µM*
CCc1ccccc1-n1nnc(-c2nc(-c3ccccc3F)no2)c1C | -9% | x | u | -13 | 5% | -27% | x | x | 6%
Cc1ccc(NC(=O)NCCOCCn2c(=O)oc3ccccc32)c(C)c1 | 13% | x | 6% | -11 | -1% | -26% | x | x | -4%
CCOC(=O)c1ccc(NC(=O)c2c(C)[nH]c(C(=O)OCC)c2C)cc1 | -10% | -4% | 0% | -3 | 6% | -31%[inhibitor] | -6 | 0% | u
O=C(CCCCn1c(=O)c2ccccc2n(CC(=O)Nc2ccc(F)cc2F)c1=O)NCCc1ccccc1 | 2% | -1% | -9% | -10 | -9% | i | x | x | u
COc1ccc(C(=O)N2CCN(S(=O)(=O)c3ccccc3)CC2)c(OC)c1 | -14% | -10% | 5% | 22 | -9% | i | 13 | 3% | 0%
COc1cccc(-n2nnnc2SCC(=O)Nc2ccc(C(C)=O)cc2)c1 | 2% | -12% | -4% | 2 | -16% | i | 11 | -14% | -1%
CCOC(=O)N1CCN(S(=O)(=O)c2ccc3c(c2)OCC(=O)N3)CC1 | 3% | 4% | 3% | 0 | 2% | i | 14 | -4% | 13%
CN(C)c1ccc(N/C(=N\S(=O)(=O)c2cccs2)c2ccccc2)cc1 | 6% | 11% | -29% | 0 | -20% | -11% | -8 | 4% | 8%
